Assay outcomes: PubChem BioAssay, several laboratories
KOR beta-arrestin-1: kappa opioid receptor blockers – cell-based, luminescence, uHTS (AID 1778) | actives 0.091% (n = 290,000) | one-dose inhibition, % at 10 µM; IC50 in µM for titrated hits | KOR beta-arrestin recruitment, luminescence, antagonist mode; higher % means a stronger effect; further: strong numbers were not always called active
KOR beta-arrestin-2: KOR agonists, beta-arrestin recruitment, primary screen, cell-based, luminescence, uHTS (AID 1777). KOR beta-arrestin recruitment, luminescence; higher % means a stronger effect. activation, % at 10 µM, or EC50 in µM where a hit was titrated. actives 0.02% (n = 280,000); in the data active means activation above about 50%, passing the limit was not always enough; further: a part of the inactive calls stands beside numbers as strong as those of hits
NTR1 ag: agonists of NTR1, primary screen, imaging, U2OS cells, beta-arrestin-GFP, high content (AID 493036); P30989; NTR1-U2OS beta-arrestin-GFP spot imaging, agonist mode; activation, % at 20 µM; actives 0.17% (n = 330,000);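 active means activation at or above 40% of the spot to cytoplasm intensity ratio, with at least 20 cells analyzed; inconclusive means wells under 20 cells, flagged as cytotoxic or low count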;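 further: 0% = DMSO without peptide and 100% = 100 nM NTR1 peptide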
Target sequence (P30989 whole entry, looked up): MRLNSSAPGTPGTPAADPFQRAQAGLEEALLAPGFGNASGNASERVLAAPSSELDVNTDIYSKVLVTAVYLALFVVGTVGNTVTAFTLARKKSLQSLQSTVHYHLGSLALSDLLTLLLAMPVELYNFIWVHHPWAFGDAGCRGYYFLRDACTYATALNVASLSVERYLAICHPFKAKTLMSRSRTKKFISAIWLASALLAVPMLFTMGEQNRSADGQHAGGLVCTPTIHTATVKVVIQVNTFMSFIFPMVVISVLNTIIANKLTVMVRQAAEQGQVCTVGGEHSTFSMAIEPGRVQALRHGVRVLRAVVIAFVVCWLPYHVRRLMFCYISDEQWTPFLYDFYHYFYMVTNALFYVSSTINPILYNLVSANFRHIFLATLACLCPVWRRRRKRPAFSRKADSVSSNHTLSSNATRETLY
T cell HTS: T cell immune modulation candidate. 2C CD8+ T cell-vesicle binding, flow cytometry; hits give low values. actives 0.068% (n = 330,000). calls only at 7 µM;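 active means response, share of CD8 T cells binding vesicles, and their 90th percentile fluorescence all below set limits, cut at about 80% in these data, passing the limit was not always enough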
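Assay system: 2C TCR transgenic mouse naive CD8+ T cells, MACS-purified | Read-out: CD8+ gate FL2 mean fluorescence as % of same-row positive control | Signal: High-throughput flow cytometry with anti-B7-1 and anti-CD8 staining | Timing: Binding step 1.5 h, 37 °C, antibody labelling 20 min, ice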
Myeloid diff 2: myeloid differentiation induction | actives 1% (n = 360,000) | AID 624256 | calls only at 10 µM | ER-HoxA9 myeloid progenitors, lysozyme-GFP differentiation, flow cytometry;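 active means normalized GFP-positive differentiation at or above the plate's own cutoff, the solvent-only control mean plus 3 SD; inconclusive means no clear call, values can overlap the other calls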;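 further: cells exposed to compound for four days before flow analysis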
NOD2 inhibition: NOD2 signaling inhibitors, cell-based, luminescence, uHTS, HEK293 (AID 1566). HEK293 NOD2/NF-kB luciferase reporter, luminescence; higher % means a stronger effect. one-dose inhibition, % at 4 µM; EC50 in µM for titrated hits. actives 0.63% (n = 290,000); further: many of its hits are not listed in these tables
GPR55 beta-arrestin: GPR55 agonists via beta-arrestin recruitment, primary screen, imaging, U2OS cells, beta-arrestin-GFP redistribution (AID 1961). U2OS GPR55 beta-arrestin-GFP redistribution imaging; higher % means a stronger effect. activation, % at 10 µM; hits with a dose series show EC50 in µM. actives 0.048% (n = 290,000);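 active means activation above 40% with more than 50 cells counted in the well; inconclusive means wells holding fewer than 50 cells, flagged as toxic or sparse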;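 further: U2OS osteosarcoma cells stably expressing GPR55 and beta-arrestin-GFP; plate controls were DMSO negative control for no effect and LPI positive control for full effect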
GPR55 antagonists: GPR55 antagonists blocking LPI-driven arrestin recruitment, primary screen, imaging, U2OS, beta-arrestin-GFP, LPI agonist (AID 2013); inhibition, % at 10 µM, or IC50 in µM where a hit was titrated; U2OS GPR55 beta-arrestin-GFP translocation imaging, LPI antagonism; higher % means a stronger effect; actives 0.13% (n = 290,000);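 active means spots per cell inhibited over 60%, with over 100 cells counted and total cytoplasm intensity under 500,000; inconclusive means wells with under 100 cells, flagged as likely toxic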;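 further: U2OS cells stably carrying GPR55 and arrestin-GFP stimulated by 5 µM LPI near EC80; imaged beta-arrestin-GFP aggregate spots per cell after agonist stimulation; plate controls were LPI-stimulated DMSO wells for no effect and DMSO wells without LPI for full effect; some results filed as inactive read as strong as hits; confirmed hits need IC50 under 10 µM and bright autofluorescent wells are also inconclusive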
NOD1 NF-kB reporter: inhibition of NOD1-driven NF-kB reporter – cell-based, luminescence, uHTS, primary screen (AID 1578) | actives 1% (n = 290,000) | NOD1-driven NF-kB luciferase reporter cells, luminescence; higher % means a stronger effect | inhibition, % at 4 µM; hits with a dose series show EC50 in µM; in the data active means inhibition mostly above about 36%, no sharp cut-off; inactive means mostly below about 34%;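 further: HEK-293T reporter cells stimulated with the NOD1 agonist gamma-tri-DAP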
T cell HTS vesicle-bound %: recorded beside T cell HTS, whose call it bears; double positive events, %; measured here: CD8+ vesicle-bound cell fraction;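 binding gate set so that unloaded-vesicle control wells show 10% double positive cells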
NTR1 ag cell count 20 µM: second read-out of NTR1 ag, no call of its own (marks repeat the call); cell count; measured here: cell count, cytotoxicity flag
Myeloid diff 2 GFP+ MAC1+ %: second read-out of Myeloid diff 2, no call of its own (marks repeat the call); GFP+ MAC1+ double positive, %; measured here: differentiation confirmed by MAC1 staining
* hit, by the source's call; i = inactive; ? = inconclusive; . = no result given; + = active, no number; [ ] = dose if it differs, or a comment. Unless noted, no stated cut-off is given here; in the data, active means inhibition above about 50%; inactive means the rest. This is a subset, so the mix of outcomes need not match the whole.

1. COc1ccc2nc(Nc3ccccc3OC)sc2c1
2. CCOC(=O)N1CCN(C(=O)COc2ccc(S(=O)(=O)NCC(C)C)cc2C)CC1
3. COCCOC(=O)C(C#N)c1nc2ccccc2nc1N1CCCC1 (stereo unspecified)
4. O=C1N(Cc2cccc(Cl)c2)C[C@@H]2C[C@@H](c3ccsc3)N3CCC[C@@]123
5. CCOC(=O)C1CCN(C(=O)CN2C(=O)c3cccnc3Oc3ccccc32)CC1

compound no.	1	2	3	4	5
KOR beta-arrestin-1	9.0%	-45.1%	19.2%	-7.9%	-22.8%
KOR beta-arrestin-2	0.2%	2.6%	-1.1%	-0.9%	7.0%
NTR1 ag	-0.5	-1.0	-1.6	1.1	0.5
NTR1 ag cell count 20 µM	60	56	61	70	65
T cell HTS	i	i	i	i	i
T cell HTS vesicle-bound %	10.7	29.1	50.6	60.9	46.9
Myeloid diff 2	i	i	i	i	i
Myeloid diff 2 GFP+ MAC1+ %	0.7	0.4	0.7	0.4	4.5
NOD2 inhibition	-167.2%	5.1%	10.0%	-17.1%	10.6%
GPR55 beta-arrestin	0.5%	-0.1%	-0.1%	0.4%	-0.1%
GPR55 antagonists	0.6%	9.9%	6.7%	-0.8%	-21.6%
NOD1 NF-kB reporter	-53.9%	8.4%	8.9%	-23.5%	6.4%

6. CCCCNC(=S)Nc1ccc(C(F)(F)F)cc1
7. CCN1CCN(S(=O)(=O)c2ccc(Br)s2)CC1
8. Cc1ccccc1C(=O)N/N=C1/SCC(=O)N1Cc1ccc2c(c1)OCO2
9. O=C(O)c1cccc(N2C(=O)c3cccnc3C2=O)c1
10. CCOC(=O)NNC(=O)NCCCCCCNC(=O)NNC(=O)OCC

compound no.	6	7	8	9	10
KOR beta-arrestin-1	-20.3%	-12.9%	-1.9%	36.1%	16.1%
KOR beta-arrestin-2	3.9%	-2.2%	4.9%	-4.4%	-0.9%
NTR1 ag	5.5	1.3	2.6	1.6	1.5
NTR1 ag cell count 20 µM	66	59	47	83	55
T cell HTS	i	i	i	i	i
T cell HTS vesicle-bound %	46.0	6.0	46.1	56.1	14.4
Myeloid diff 2	i	i	i	i	i
Myeloid diff 2 GFP+ MAC1+ %	0.5	8.3	1.2	1.1	0.4
NOD2 inhibition	.	8.4%	8.9%	5.1%	10.1%
GPR55 beta-arrestin	0.6%	0.2%	-0.2%	-0.4%	-0.3%
GPR55 antagonists	9.4%	7.4%	6.1%	11.5%	15.9%
NOD1 NF-kB reporter	.	-12.9%	-35.6%	-6.8%	-6.2%

11. Cc1ccccc1C(=O)N1CCC(C(N)=O)CC1
12. COc1cc(C2C(C(C)=O)=C(O)C(=O)N2CCN2CCOCC2)ccc1O (stereo unspecified)
13. CCCC1=[N+](CC(=O)c2ccccc2)CCn2cccc21
14. CC(=O)Cn1cnc2c(cnn2-c2ccccc2)c1=O
15. O=C(OC1CCN(c2ncc(C(F)(F)F)cc2Cl)CC1)c1ccc(Cl)cc1

compound no.	11	12	13	14	15
KOR beta-arrestin-1	-33.0%	-9.7%	36.2%	-32.8%[20 µM]	-7.2%
KOR beta-arrestin-2	1.9%	-2.2%	-2.0%	2.8%	6.0%
NTR1 ag	0.7	-1.1	-0.8	-0.3	-0.4
NTR1 ag cell count 20 µM	59	46	32	54	89
T cell HTS	i	i	i	i	i
T cell HTS vesicle-bound %	22.6	45.6	26.6	42.2	61.9
Myeloid diff 2	i	i	i	i	i
Myeloid diff 2 GFP+ MAC1+ %	4.1	0.8	3.2	0.4	0.8
NOD2 inhibition	5.2%	15.7%	11.4%	7.3%	-2.6%
GPR55 beta-arrestin	-0.1%	-0.1%	-0.1%	0.1%	0.0%
GPR55 antagonists	-2.8%	-2.6%	10.5%	5.3%	4.6%
NOD1 NF-kB reporter	24.1%	16.0%	-16.9%	1.7%	-21.6%

16. COc1ccc(NC(=S)NNC(=O)C(C)n2nc(C)c([N+](=O)[O-])c2C)cc1 (stereo unspecified)
17. COc1ccc(OC)c(CNc2ncc(-c3cccc([N+](=O)[O-])c3)n2C)c1
18. Cc1cccc(-n2ncc3c2CCCC3NC(=O)Cn2cccn2)c1C (stereo unspecified)
19. C/C(=N\NC(N)=O)c1ccc(-n2ccnc2)cc1
20. Cc1cc(C)c2oc(C(=O)N(Cc3ccccc3)C3CCS(=O)(=O)C3)cc(=O)c2c1 (stereo unspecified)

compound no.	16	17	18	19	20
KOR beta-arrestin-1	-23.0%	-30.2%[20 µM]	19.0%	-12.1%	4.4%
KOR beta-arrestin-2	-5.7%	-4.7%	0.2%	-1.2%	.
NTR1 ag	1.2	1.4	-1.2	1.1	0.1
NTR1 ag cell count 20 µM	81	63	62	25	48
T cell HTS	i	i	i	i	i
T cell HTS vesicle-bound %	41.7	9.3	19.5	23.7	15.5
Myeloid diff 2	i	i	i	i	i
Myeloid diff 2 GFP+ MAC1+ %	7.8	1.2	0.9	0.4	0.8
NOD2 inhibition	18.3%	-7.1%	16.0%	4.9%	8.9%
GPR55 beta-arrestin	-0.1%	-0.3%	-0.1%	0.0%	-0.1%
GPR55 antagonists	3.8%	-16.1%	2.5%	2.5%	-1.0%
NOD1 NF-kB reporter	-2.2%	-29.7%	-3.5%	-32.3%	-5.9%

21. Cn1cc(CN2CCN(CCO)CC2)c(-c2ccc(Oc3ccccc3)cc2)n1
22. COc1ccc(NCC(=O)Nc2ccc(Cl)cc2C)c(OC)c1
23. CN1CCN(C(=O)c2cc3nc(-c4ccccc4)cc(C(F)(F)F)n3n2)CC1
24. COc1cc(C(=O)NCCc2cc3c(OC)ccc(OC)c3[nH]c2=O)cc(OC)c1OC
25. COCc1cc(C)nc2oc(C(=O)c3ccccc3)c(N)c12

compound no.	21	22	23	24	25
KOR beta-arrestin-1	26.1%	14.8%	-63.2%	-25.0%	27.3%[20 µM]
KOR beta-arrestin-2	-1.4%	-3.5%	7.1%	-0.2%	-5.0%
NTR1 ag	-0.7	3.4	0.3	0.6	2.6
NTR1 ag cell count 20 µM	85	64	72	86	53
T cell HTS	i	i	i	i	i
T cell HTS vesicle-bound %	37.5	21.9	47.8	55.7	32.3
Myeloid diff 2	i	i	i	i	i
Myeloid diff 2 GFP+ MAC1+ %	0.4	5.4	0.8	0.3	0.2
NOD2 inhibition	-3.4%	13.9%	20.1%	-0.7%	5.8%
GPR55 beta-arrestin	-0.2%	-0.3%	-0.1%	-0.4%	-0.1%
GPR55 antagonists	-5.7%	-6.8%	0.5%	-5.7%	-6.4%
NOD1 NF-kB reporter	-45.6%	-26.4%	-1.6%	-25.4%	-30.5%

26. O=C(NCCO)C(=O)Nc1cc2c3c(c1)CCC(=O)N3CCC2
27. COCCn1c(=S)[nH]c2cc(C(=O)N3CCc4ccccc4C3)ccc2c1=O
28. CSc1ncccc1C(=O)OCC(=O)c1ccccc1Br
29. Cn1cnc(Sc2ncnc3nc[nH]c23)c1[N+](=O)[O-]
30. Cc1nc(C(=O)N2CCOCC2)sc1C1(C)CC(c2ccccc2)=NO1 (stereo unspecified)

compound no.	26	27	28	29	30
KOR beta-arrestin-1	-14.3%	11.4%	20.4%	11.1%	15.1%
KOR beta-arrestin-2	5.3%	-3.2%	-3.6%	.	2.5%
NTR1 ag	-0.6	-0.1	0.0	0.1	-5.2
NTR1 ag cell count 20 µM	69	43	43	53	88
T cell HTS	i	i	i	i	i
T cell HTS vesicle-bound %	7.1	25.0	46.7	25.5	4.5
Myeloid diff 2	i	i	i	?	i
Myeloid diff 2 GFP+ MAC1+ %	2.8	0.6	0.6	.	0.1
NOD2 inhibition	-4.7%	16.8%	22.9%	11.6%	8.3%
GPR55 beta-arrestin	-0.1%	0.1%	-1.1%	-0.1%	-0.1%
GPR55 antagonists	3.5%	4.1%	8.5%	2.8%	6.7%
NOD1 NF-kB reporter	15.0%	-2.2%	-25.3%	2.3%	-9.8%

31. CC1CCc2c(sc(Nc3nc4c(F)cccc4s3)c2C(N)=O)C1 (stereo unspecified)
32. CCOC(=O)C(C)Sc1nc(-c2ccccn2)ncc1OC (stereo unspecified)
33. CC1CCc2nc3sc4c(c3c(N)c2C1)CCCC4 (stereo unspecified)
34. Cc1ccc2oc(C(=O)N3CCN(Cc4nccn4C)CC3)c(C)c2c1
35. COc1cc(NC(=O)CCN2CCN(C/C=C/c3ccccc3)CC2)cc(OC)c1
36. COC(=O)Nc1sc2c(c1C(=O)NC1CC1)CCCCCC2

compound no.	31	32	33	34	35	36
KOR beta-arrestin-1	1.8%	19.7%	.	-2.9%	13.6%	-16.7%
KOR beta-arrestin-2	1.5%	-4.2%	-1.9%	3.3%	-4.2%	-4.2%
NTR1 ag	3.1	0.2	24.2	-0.3	1.7	1.6
NTR1 ag cell count 20 µM	50	52	69	65	50	66
T cell HTS	i	i	i	i	i	i
T cell HTS vesicle-bound %	27.3	65.3	44.4	37.8	66.5	44.0
Myeloid diff 2	+	i	i	i	i	i
Myeloid diff 2 GFP+ MAC1+ %	5.8*	0.6	0.0	1.1	0.6	0.9
NOD2 inhibition	18.4%	-14.6%	4.8%	-29.7%	-2.4%	3.6%
GPR55 beta-arrestin	-0.5%	-0.3%	0.1%	-0.1%	0.9%	-0.1%
GPR55 antagonists	-0.2%	-6.7%	16.1%	6.3%	13.4%	-8.7%
NOD1 NF-kB reporter	-9.4%	-25.2%	-27.3%	-19.2%	26.2%	14.7%
